CHT allo act: allosteric activators of human choline transporter CHT; Q9GZV3; B-score at 10 µM; AID 488977; 310,000 tested, 0.49% active; CHT-expressing cells, membrane potential dye, choline EC20; stronger effect = higher value; LV-AA mutant CHT in HEK293 cells;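 active = initial fluorescence not abnormally high and integrated response B-score, plate-corrected, over 3 SD above library mean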
Target sequence (Q9GZV3 whole entry, looked up): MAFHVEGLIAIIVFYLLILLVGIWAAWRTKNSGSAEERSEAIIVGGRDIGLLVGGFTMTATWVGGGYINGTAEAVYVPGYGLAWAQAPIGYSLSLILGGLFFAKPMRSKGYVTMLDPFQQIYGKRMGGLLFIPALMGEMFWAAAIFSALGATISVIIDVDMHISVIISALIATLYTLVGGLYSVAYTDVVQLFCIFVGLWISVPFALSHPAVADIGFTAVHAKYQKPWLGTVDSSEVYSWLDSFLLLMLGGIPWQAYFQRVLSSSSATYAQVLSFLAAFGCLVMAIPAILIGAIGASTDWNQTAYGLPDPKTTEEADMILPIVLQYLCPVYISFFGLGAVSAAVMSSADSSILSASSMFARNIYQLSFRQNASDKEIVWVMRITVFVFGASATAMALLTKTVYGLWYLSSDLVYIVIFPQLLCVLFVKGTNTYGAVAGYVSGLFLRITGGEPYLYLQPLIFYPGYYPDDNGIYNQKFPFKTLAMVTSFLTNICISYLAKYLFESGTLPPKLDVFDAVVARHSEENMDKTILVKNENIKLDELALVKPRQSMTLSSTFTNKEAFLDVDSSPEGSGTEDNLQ
OX1R antag: antagonists of human orexin 1 receptor. O43613. CHO/OX1R cells, Fluo-8 calcium fluorescence, orexin A. inhibition, % at 5 µM. 330,000 tested, 0.43% active. AID 434989;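 active = inhibition above its plate's threshold, mean inhibition of all tested compounds on the plate plus 3 SD, cut at about 37% in these data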;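 also: 0% = orexin A challenge wells and 100% = SB-334867-A antagonist wells; not every result past the cut was called active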
Target sequence (O43613 whole entry, looked up): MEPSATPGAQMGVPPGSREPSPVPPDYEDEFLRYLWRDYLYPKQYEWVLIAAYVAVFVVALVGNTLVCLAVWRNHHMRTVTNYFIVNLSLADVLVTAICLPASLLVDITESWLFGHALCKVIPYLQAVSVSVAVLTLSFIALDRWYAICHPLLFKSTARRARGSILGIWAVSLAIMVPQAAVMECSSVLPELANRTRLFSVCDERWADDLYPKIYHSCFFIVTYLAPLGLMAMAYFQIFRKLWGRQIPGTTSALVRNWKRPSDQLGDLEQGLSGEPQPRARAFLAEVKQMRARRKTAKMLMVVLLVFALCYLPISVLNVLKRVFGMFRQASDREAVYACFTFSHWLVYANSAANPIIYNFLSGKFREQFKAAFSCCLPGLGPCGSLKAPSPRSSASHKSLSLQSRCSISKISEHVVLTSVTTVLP
* hit, by the source's call. Outcome played no part in choosing rows; 0.8% or so of the library scored in one or more.

COc1ccc(-c2cc(=O)oc3cc(OCC(=O)N(C)C4CCS(=O)(=O)C4)ccc23)cc1 (stereo unspecified) was read as CHT allo act inactive and OX1R antag -12.4.
Cn1c(SCC(=O)N/N=C/c2ccc([N+](=O)[O-])s2)nnc1-c1ccc(Cl)cc1 was read as CHT allo act inactive and OX1R antag 7.0.
COc1cc2sc3cc(NCc4ccc(C)o4)ccc3c(=O)c2cc1OC was read as OX1R antag 4.0.
`Cc1ccccc1NC(=O)c1ccno1` gave CHT allo act inactive and OX1R antag -12.2.
For Brc1cc2c(cc1/C=N/Nc1nc3ccccc3s1)OCO2 the results were CHT allo act inactive and OX1R antag -7.1.
COc1ccccc1C(=O)NC(C)c1cccc2ccccc12 (stereo unspecified) was read as CHT allo act inactive and OX1R antag -16.1.
For Cc1ccc(-c2nnc(-c3ccncc3)n2-c2ccc(C)cc2)cc1 the results were CHT allo act inactive and OX1R antag -8.4.
OC(Cc1nc2ccccc2[nH]1)c1ccccc1Cl (stereo unspecified) was read as CHT allo act inactive and OX1R antag -12.2.
For Cc1ccc(C(=O)C2CCNCC2)cc1 the results were CHT allo act inactive and OX1R antag -5.4.
O=C(Nc1ccccc1N1CCOCC1)c1ccc([N+](=O)[O-])cc1 was read as CHT allo act inactive and OX1R antag -6.2.
`CN(C)c1ccc(-c2nn3c(-c4ccccc4Cl)nnc3s2)cc1` gave CHT allo act inactive and OX1R antag 10.6.
For CCOc1cc(C(=O)OCc2ccc(OC)cc2)ccc1OCC(=O)N1CCOCC1 the results were OX1R antag -28.1.
For Brc1ccccc1C1N=C(c2ccccc2)NO1 (stereo unspecified) the results were CHT allo act inactive and OX1R antag -20.4.
For O=C(O)c1ccccc1-c1ccccc1C(=O)Nc1ccccc1-c1ccccc1 the results were CHT allo act inactive and OX1R antag -0.1.
For Fc1cccc(/C=N/n2c(C3CCCCC3)n[nH]c2=S)c1 the results were CHT allo act inactive and OX1R antag -4.4.
CN1CCc2c(sc(NC(=O)CS(=O)(=O)c3ccccc3)c2C(N)=O)C1 was read as CHT allo act inactive and OX1R antag -14.8.
Screening Cc1nc2ccccc2n1C1CCN(C(=O)Nc2ccccc2)CC1 returned CHT allo act inactive and OX1R antag -13.5.
COc1ccc(C(=O)c2c(O)cc(-c3ccc(OC)cc3)oc2=O)cc1 was read as CHT allo act inactive and OX1R antag -2.5.
Cc1cc(C)n(-c2nnc(C)n2NS(=O)(=O)c2ccc(F)cc2)n1 was read as CHT allo act inactive and OX1R antag -10.0.
`CCN(C[C@H]1N[C@@](C)(C(=O)OC)[C@H]2C(=O)N(Cc3ccccc3)C(=O)[C@@H]12)C(=O)c1ccc(C(C)(C)C)cc1` gave OX1R antag -21.0.
Screening Cc1ccc(CNC(=O)COc2cc(O)c3c(c2)OC(C)(C)CC3=O)cc1 returned CHT allo act inactive and OX1R antag -38.2.
Screening COc1ccccc1C(=O)Nc1c2c(nn1-c1cccc(C)c1C)CS(=O)C2 (stereo unspecified) returned CHT allo act inactive and OX1R antag -26.6.
Screening O=C(CN1CCC(NC(=O)c2ccc(F)cc2)CC1)NCc1ccccc1F returned CHT allo act inactive and OX1R antag -14.1.
Screening C/C(=C\c1cccc(Br)c1)C(=O)c1c(C)cc(C)[nH]c1=O returned CHT allo act inactive and OX1R antag -14.6.
Screening CCN(CC)c1ccc(C=N/C(C#N)=C(\N)C#N)cc1 returned CHT allo act inactive and OX1R antag -3.5.
For Fc1ccc(NCc2ccccc2F)cc1Cl the results were CHT allo act inactive and OX1R antag 5.4.
For COc1ccc(C2N(c3ccc(Cl)cc3)C(=O)C3CCCN32)cc1 (stereo unspecified) the results were CHT allo act inactive and OX1R antag -8.3.
O=C(O)CSC(C(=O)Nc1ccc(Br)cc1)c1ccccc1 (stereo unspecified) was read as CHT allo act inactive and OX1R antag 8.6.
CCN1C(=O)c2ccccc2S(=O)(=O)c2ccc(C(=O)N3CCOCC3)cc21 was read as CHT allo act inactive and OX1R antag 2.9.
For CCOC(=O)c1c[nH]c(=S)n1C the results were CHT allo act inactive and OX1R antag -10.8.
For CCCCn1c(CN2CCN(c3ccc(F)cc3)CC2)nc2c1c(=O)n(C)c(=O)n2C the results were CHT allo act inactive and OX1R antag -13.4.
Screening CCOC(=O)C(CC)n1cnc2c(nnn2-c2cccc(OC)c2)c1=O (stereo unspecified) returned CHT allo act inactive and OX1R antag -29.9.
Screening O=C(COc1ccccc1[N+](=O)[O-])Nc1ccc2c(c1)CCC2 returned OX1R antag -3.0.
Cc1ccc(C(=O)Cn2ncsc2=N)cc1 was read as CHT allo act inactive and OX1R antag -17.8.
`Cc1ccc(S(=O)(=O)C2(C(=O)N3CCCC(C)C3)CC2)cc1` (stereo unspecified) gave CHT allo act inactive and OX1R antag -13.2.
`COCc1[nH]c(=S)[nH]c(=O)c1C` gave CHT allo act inactive and OX1R antag 3.3.
`C=C(C)C1CC=C(C)/C(=N/NC(=O)CNc2ccc(C)cc2C)C1` (stereo unspecified) gave CHT allo act inactive and OX1R antag -12.3.
For COc1ccccc1-c1nn2c(C(F)(F)F)nnc2s1 the results were CHT allo act inactive and OX1R antag -9.9.
For O=C(COC(=O)c1cccs1)NC12CC3CC(CC(C3)C1)C2 the results were CHT allo act inactive and OX1R antag -15.0.
For CCN(CC)S(=O)(=O)c1ccc(O)c(C(=O)OCC(=O)N2c3ccccc3CC2C)c1 (stereo unspecified) the results were CHT allo act inactive and OX1R antag -28.7.
Screening C=C1CC(C(=O)N/N=C/c2ccccc2)C1 returned CHT allo act inactive and OX1R antag 1.1.
For CC1=C(c2ccc(C)cc2)S(=O)(=O)N(CC(=O)O)C1=O the results were CHT allo act inactive and OX1R antag 4.7.
Screening Cc1ccc(-c2cc(C(=O)N3CCc4ccccc4C3)[nH]n2)cc1C returned CHT allo act inactive and OX1R antag -2.5.
Cc1ccc(S(=O)(=O)C2(C(=O)NCCc3ccccc3)CC2)cc1 was read as CHT allo act inactive and OX1R antag -29.1.
Screening Cc1cccc(OCC(=O)Nc2ccc(S(=O)(=O)Nc3cc(C)nc(C)n3)cc2)c1 returned CHT allo act inactive and OX1R antag -22.5.
`Cc1cccc(-c2ocnc2C(=O)Nc2ccccc2NC(=O)c2ccccn2)c1` gave CHT allo act inactive and OX1R antag -25.7.
Cc1ccc2nc3c(c(Nc4ccc(O)cc4)c2c1)CCC3 was read as CHT allo act inactive and OX1R antag -13.4.
Screening CCCCC(=O)NC(=S)NNC(=O)c1ccc(OC)cc1 returned CHT allo act inactive and OX1R antag 6.7.
O=C(COC(=O)c1ccc2c(c1)OCCO2)NCCc1ccccc1 was read as OX1R antag -19.6.
COc1cc2ccc(=O)oc2cc1OCC(O)C(C)(C)O (stereo unspecified) was read as CHT allo act inactive and OX1R antag 2.3.
For COc1cccc(C(=O)N/N=C(/CCC(=O)O)c2ccccc2)c1 the results were CHT allo act inactive and OX1R antag -16.2.
For CCOc1ccc(NC(=O)CN(C)C(=O)c2cc(-c3ccc(OC)cc3)nc3ccccc23)cc1OCC the results were CHT allo act inactive and OX1R antag -13.8.
Screening COc1cc(Cl)ccc1OCc1cc(C(=O)NC2CCc3ccccc32)no1 (stereo unspecified) returned CHT allo act inactive and OX1R antag -2.7.
`Cc1nn(Cc2ccc([N+](=O)[O-])cc2)c(=O)n1N(C)c1ncc(C(F)(F)F)cc1Cl` gave CHT allo act inactive and OX1R antag -19.8.
For COc1ccccc1N1CCc2c(C)nc3c(OC)cccc3c21 the results were CHT allo act inactive and OX1R antag -12.5.
For CCC(C)NC(=O)C1CCN(S(=O)(=O)c2ccc(OC)cc2)CC1 (stereo unspecified) the results were CHT allo act inactive and OX1R antag -4.2.
Screening COc1ccc(NC(=O)COC(=O)CCc2ccc(S(=O)(=O)N3CCOCC3)cc2)cc1Cl returned OX1R antag 10.7.
For O=C(CSc1nc2ccccc2n1S(=O)(=O)c1ccccc1)N1CCCC1 the results were CHT allo act inactive and OX1R antag -10.6.
Screening COc1ccc(-c2csc(NC(=O)c3ccc(N4C(=O)CCC4=O)cc3)n2)cc1 returned CHT allo act inactive and OX1R antag -0.5.
Screening Cc1cc(C)nc(/N=C2\NC(=O)CC(C(=O)O)N2CCc2c[nH]c3ccccc23)n1 (stereo unspecified) returned CHT allo act inactive and OX1R antag -18.0.

Nothing new here: an excerpt of the list.
For O=C(CSc1nc2ccccc2n1S(=O)(=O)c1ccccc1)N1CCCC1 the results were CHT allo act inactive and OX1R antag -10.6.
Screening COc1ccc(-c2csc(NC(=O)c3ccc(N4C(=O)CCC4=O)cc3)n2)cc1 returned CHT allo act inactive and OX1R antag -0.5.
Screening Cc1cc(C)nc(/N=C2\NC(=O)CC(C(=O)O)N2CCc2c[nH]c3ccccc23)n1 (stereo unspecified) returned CHT allo act inactive and OX1R antag -18.0.

The results go on.
O=C(c1ccccc1F)N1CCN(c2cnn(-c3cccc(Cl)c3)c(=O)c2Cl)CC1 was read as CHT allo act inactive and OX1R antag -35.5.
`CCCNC(=O)c1ccccc1NC(=O)c1ccccc1SC` gave CHT allo act inactive and OX1R antag -14.7.
For CCOc1ccc(CCNC(=O)COC(=O)Cn2nc(C)c([N+](=O)[O-])c2C)cc1OCC the results were CHT allo act inactive and OX1R antag -24.0.
`COc1ccc(COc2cc(-c3cccc(OC)c3)nc3ccc(NC(=O)c4ccc(N(C)C)cc4)cc23)cc1` gave CHT allo act inactive and OX1R antag 1.4.
CC1CCN(S(=O)(=O)c2ccc(NC(=O)Cc3ccccc3)cc2)CC1 was read as CHT allo act inactive and OX1R antag -9.4.
CCCNC(=O)C1CC(=O)N(c2ccc(OCC)cc2)C1 (stereo unspecified) was read as CHT allo act inactive and OX1R antag -7.6.
Cc1ccc(C(=O)OCC(=O)c2ccc(Cl)s2)s1 was read as CHT allo act inactive and OX1R antag 6.3.
CCCS(=O)(=O)N1CCN=C1SCc1cccc(F)c1 was read as CHT allo act inactive and OX1R antag -3.4.
CCc1cc(=O)oc2cc(C)cc(OCC(=O)NCc3ccccn3)c12 was read as CHT allo act inactive and OX1R antag -11.5.
Screening Cc1cccc(CC(C)NC(=O)c2cc(COc3ccc(F)cc3F)on2)n1 (stereo unspecified) returned CHT allo act inactive and OX1R antag -6.8.
Screening CCOC(=O)c1ccc(NC(=O)Oc2cc(C)c(Cl)cc2C(C)C)cc1 returned CHT allo act inactive and OX1R antag -13.4.
CS(=O)(=O)N(CC(=O)Nc1cccc([N+](=O)[O-])c1)c1ccccc1F was read as CHT allo act inactive and OX1R antag -13.6.
`CCOc1ccc(-c2nnc3ccc(SCC(=O)Nc4cc(C)on4)nn23)cc1` gave CHT allo act inactive and OX1R antag -27.5.
Screening CC(C)OCCCNC(=O)Cc1ccc(Br)cc1 returned CHT allo act inactive and OX1R antag -12.4.
`O=C(CCCCCCC(=O)c1ccccc1)c1ccccc1` gave CHT allo act inactive and OX1R antag -25.0.
`COc1ccc(OC)c(NC(=O)c2ccc3c(c2)CCN3S(C)(=O)=O)c1` gave CHT allo act inactive and OX1R antag -9.6.
Screening CCOc1ccc(NC(=O)CC(C)S(=O)(=O)c2ccc3c(c2)NC(=O)CO3)cc1 (stereo unspecified) returned CHT allo act inactive and OX1R antag -0.7.
S=C(Nc1cccnc1)NC1CCCCCCC1 was read as CHT allo act inactive and OX1R antag 1.8.
Cn1c(SCc2nc3ccccc3[nH]2)nnc1-c1cnccn1 was read as CHT allo act inactive and OX1R antag -13.8.
`CCOC(=O)C1=C(O)C(=O)NC(c2ccccc2)=C(OC2CCCCC2)C1` gave CHT allo act inactive and OX1R antag -3.0.
Screening COc1ccc(N(Cc2cc3ccc(C)cc3[nH]c2=O)C(C)=O)cc1 returned CHT allo act inactive and OX1R antag -7.6.
Screening COc1cc2c(c(OC)c1OC)C(c1ccc(O)cc1)CC(=O)O2 (stereo unspecified) returned OX1R antag 10.3.
`COc1ccc(C(=O)C(C)N(C(=O)c2ccc(Cl)cc2Cl)N2C(=O)C3C4C=CC(C4)C3C2=O)cc1` (stereo unspecified) gave CHT allo act inactive and OX1R antag -9.9.
COc1ccc(C#Cc2c(C=O)n(C)c3ccccc23)cc1 was read as OX1R antag -48.2.
COc1ccccc1-c1cc(-c2ccc(O)cc2)nc(N)c1C#N was read as CHT allo act inactive and OX1R antag -24.1.
`Cn1ncc2c(N3CCOCC3)ncnc21` gave CHT allo act inactive and OX1R antag -1.4.
For Cc1ccc(NC(=O)C(C)N2CCN(C)CC2)cc1S(=O)(=O)N1CCOCC1 (stereo unspecified) the results were OX1R antag -1.1.
COc1cc(CN2CCC(Cc3ccccc3)CC2)cc(OC)c1OC was read as CHT allo act inactive.
`CCN(CC)S(=O)(=O)c1ccc(NC2CCN(Cc3ccccc3)CC2)nc1` gave CHT allo act inactive and OX1R antag 1.3.
Screening Cc1ccc(O)c(-c2cc(C(F)(F)C(F)F)nc(-c3ccccc3)n2)c1 returned CHT allo act inactive and OX1R antag -15.2.
For Cc1ccc(S(=O)(=O)NCc2ccc(C(=O)N3CCN(c4ccccc4)CC3)cc2)cc1 the results were CHT allo act inactive and OX1R antag -7.7.

Compounds from the list above that have an NH in an aromatic ring (nine):
OC(Cc1nc2ccccc2[nH]1)c1ccccc1Cl (stereo unspecified) was read as CHT allo act inactive and OX1R antag -12.2.
For Fc1cccc(/C=N/n2c(C3CCCCC3)n[nH]c2=S)c1 the results were CHT allo act inactive and OX1R antag -4.4.
Screening C/C(=C\c1cccc(Br)c1)C(=O)c1c(C)cc(C)[nH]c1=O returned CHT allo act inactive and OX1R antag -14.6.
For CCOC(=O)c1c[nH]c(=S)n1C the results were CHT allo act inactive and OX1R antag -10.8.
`COCc1[nH]c(=S)[nH]c(=O)c1C` gave CHT allo act inactive and OX1R antag 3.3.
Screening Cc1ccc(-c2cc(C(=O)N3CCc4ccccc4C3)[nH]n2)cc1C returned CHT allo act inactive and OX1R antag -2.5.
Screening Cc1cc(C)nc(/N=C2\NC(=O)CC(C(=O)O)N2CCc2c[nH]c3ccccc23)n1 (stereo unspecified) returned CHT allo act inactive and OX1R antag -18.0.
Cn1c(SCc2nc3ccccc3[nH]2)nnc1-c1cnccn1 was read as CHT allo act inactive and OX1R antag -13.8.
Screening COc1ccc(N(Cc2cc3ccc(C)cc3[nH]c2=O)C(C)=O)cc1 returned CHT allo act inactive and OX1R antag -7.6.

Bioassay records deposited in PubChem by several laboratories.
